TR-FRET SRC-2 ct: TR-FRET signal artefacts, primary screen, artefact control for PPARgamma SRC-2 agonist project, biochemical; TR-FRET artefact counter-screen; hits give high values; TR-FRET ratio at 8 µM; 200,000 compounds, 0.4% hits; AID 1049, 2008; in the data active = TR-FRET ratio above about 2000; note: inactives centre near 1500
PPARg SRC-2 ag: agonists of PPARg-SRC-2 recruitment, primary screen, biochemical, HTS | activation, % at 8 µM | 200,000 compounds, 0.34% hits | PPARgamma LBD-SRC-2 recruitment | Peroxisome proliferator-activated receptor gamma (Homo sapiens), P37231; in the data active = activation above about 22%;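 note: 0% = vehicle and 100% = reference agonist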
Target sequence (P37231 whole entry, looked up, the tested form may be a part): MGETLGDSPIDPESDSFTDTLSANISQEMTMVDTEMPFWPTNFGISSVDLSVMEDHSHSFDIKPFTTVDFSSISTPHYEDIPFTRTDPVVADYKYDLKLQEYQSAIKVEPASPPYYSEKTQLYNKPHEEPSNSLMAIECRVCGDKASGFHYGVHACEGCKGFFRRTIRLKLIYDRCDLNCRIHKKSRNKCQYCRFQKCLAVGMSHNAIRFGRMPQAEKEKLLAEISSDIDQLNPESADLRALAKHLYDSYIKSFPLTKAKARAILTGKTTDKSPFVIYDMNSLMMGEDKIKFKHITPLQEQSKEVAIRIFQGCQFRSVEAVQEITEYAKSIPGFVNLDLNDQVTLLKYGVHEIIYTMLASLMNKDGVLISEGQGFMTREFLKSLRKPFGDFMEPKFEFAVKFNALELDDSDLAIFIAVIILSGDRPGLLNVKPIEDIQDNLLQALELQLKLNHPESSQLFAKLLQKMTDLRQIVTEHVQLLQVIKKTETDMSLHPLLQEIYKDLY
PPARg SRC-1 ag: PPARgamma agonists recruiting SRC-1 coactivator, primary screen, biochemical; Peroxisome proliferator-activated receptor gamma (Homo sapiens), P37231; PPARgamma-SRC-1 coactivator recruitment biochemical assay; activation, % at 8 µM; 200,000 compounds, 0.41% hits; AID 631, 2007; in the data active = activation above about 19%;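 note: 0% = DMSO and 100% = reference agonist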
PPARg SRC3 recr: PPARgamma agonists recruiting SRC-3 coactivator, primary screen, biochemical; Peroxisome proliferator-activated receptor gamma (Homo sapiens), P37231; biochemical PPARgamma/SRC-3 coactivator recruitment assay; activation, % at 8 µM; 200,000 compounds, 0.26% hits; AID 731, 2007; in the data active = activation above about 23%;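 note: 0% = DMSO and 100% = reference agonist; some compounds past the cut are filed as inactive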
The depositor's hits bear a star. The list is partial. The share of hits here may be higher or lower than overall.

Below each compound – TR-FRET SRC-2 ct, PPARg SRC-2 ag, PPARg SRC-1 ag, PPARg SRC3 recr
1) O=C(O)c1cn(-c2ccccc2)nc1-c1ccc(Cl)cc1
    1667, 0.1, -2.3, 7.2
2) CC(C)(C)c1sc(N)nc1-c1ccccc1
    1727, 3.0, 9.7, 1.7
3) Cc1ccc2[nH]c(=O)c(CN(CCO)C(=O)N(C)C)cc2c1
    1814, 12.4, 6.8, -6.4
4) CCOc1ccc(-c2csc(C3COc4ccccc4O3)n2)cc1 (stereo not drawn)
    1614, 8.9, 13.0, 15.0
5) CC(C)CNC(=O)C(=O)NC1CCCC1
    1399, 3.8, 9.6, -3.0
6) CC(C)(C)NC(=O)c1sccc1C(=O)O
    1583, 2.0, 4.8, 0.4
7) Cc1[nH]n(-c2ccccc2)c(=O)c1C(c1ccc(O)c([N+](=O)[O-])c1)c1c(C)[nH]n(-c2ccccc2)c1=O
    1520, 0.8, -2.0, -3.4
8) O=C(COc1ccc(F)cc1)c1ccc2c(c1)CCCC2
    1533, 14.5, 9.2, 12.0
9) Cc1ccc(C(CC(=O)NCc2ccco2)c2ccc(OC(C)C)cc2)cc1 (stereo not drawn)
    1442, 5.4, -1.1, 0.7
10) O=C(Nc1ccccc1Cl)O/N=C/c1ccncc1
    1705, 9.0, 7.6, 9.5
11) O=C(c1ccc(S(=O)(=O)N2CCC(c3nc4ccccc4s3)CC2)cc1)N1CCCCC1
    1696, 10.7, 4.8, 1.1
12) O=C1Nc2ccc(S(=O)(=O)NCc3ccco3)c3cccc1c23
    1485, -1.1, 4.7, 18.9
13) COC(C(=O)Nc1ccc(F)c(F)c1)c1ccccc1 (stereo not drawn)
    1475, 3.6, -5.0, -7.1
14) COc1cccc(/C=C/C(=C2\C(=O)N(c3ccccc3)N=C2C)c2ccc(Br)cc2)c1OC
    1555, 13.6, 5.4, 7.7
15) CCCCOC(=O)c1cc(-c2ccc(/C=N/n3cnnc3)o2)ccc1Cl
    1459, -1.7, -1.4, 0.5

The list continues.
Below each compound – TR-FRET SRC-2 ct, PPARg SRC-2 ag, PPARg SRC-1 ag, PPARg SRC3 recr
16) CCn1nnc(-c2ccccc2NC(=O)c2cnccn2)n1
    1566, 4.8, 4.8, 7.0
17) O=C(CN1C(=O)c2ccccc2S1(=O)=O)N1CCN(c2cccc(Cl)c2)CC1
    1586, 0.0, -2.6, -2.7
18) CN(C)/C=C(/C(=O)c1ccccc1Cl)S(=O)(=O)c1ccccc1
    1410, -2.8, -2.0, -4.1
19) Cc1cc2ncn(S(=O)(=O)c3ccc(S(=O)(=O)N4CCCCCC4)cc3)c2cc1C
    1651, -5.6, -4.8, 4.1
20) Cc1ccc(OCC(=O)Nc2ccc([N+](=O)[O-])cn2)cc1C
    1469, 0.9, -5.2, 1.2
21) Cc1ccc(C(C(=O)NC2CCCC2)N(Cc2cccs2)C(=O)c2csnn2)o1 (stereo not drawn)
    1508, -4.3, -8.9, 8.8
22) CCOC(=O)c1c(NC(=O)CSc2nnc3c(n2)[nH]c2ccccc23)sc2c1CCN(C)C2
    1671, 2.5, 3.7, 12.8
23) CCOC(=O)c1sc(NC(=O)CSc2nc(-c3ccco3)cc(C(F)(F)F)n2)c(C(=O)OC(C)C)c1C
    1653, 5.6, 8.6, 9.6
24) Cc1ccc(S(=O)(=O)C(NC(=O)c2ccccc2)=C(Cl)Cl)cc1
    1583, 10.4, 3.4, 19.9
25) Cc1ccc(-n2nnnc2Sc2nc([N+](=O)[O-])nn2C)c(C)c1
    1578, 12.3, 4.9, 11.9
26) Cc1ccc(O)c(NC(=S)NC(=O)c2ccc(-c3ccc(Cl)cc3)o2)c1
    1459, 0.3, -3.4, 2.4
27) Cc1ccc(C(=O)C2C(c3ccc(-c4ccccc4[N+](=O)[O-])o3)NC(=O)NC2(O)C(F)(F)F)cc1 (stereo not drawn)
    1428, 8.0, -7.6, 8.2
28) COc1cc(-c2nc3ccccn3c2/N=C/c2cc(OC)c(OC)c(OC)c2)ccc1O
    1665, 25.8*, 23.2*, 18.9
29) O=C(/C=C/c1ccc(Cl)c([N+](=O)[O-])c1)NCc1cccnc1
    1788, 5.3, -4.6, 0.2
30) O=C(Cc1cccs1)Nc1ccc(-c2nnc(-c3ccccc3)o2)cc1
    1692, 11.4, 20.9*, 3.5

Structures shown so far that contain a CF3 group:
Below each compound – TR-FRET SRC-2 ct, PPARg SRC-2 ag, PPARg SRC-1 ag, PPARg SRC3 recr
23) CCOC(=O)c1sc(NC(=O)CSc2nc(-c3ccco3)cc(C(F)(F)F)n2)c(C(=O)OC(C)C)c1C
    1653, 5.6, 8.6, 9.6
27) Cc1ccc(C(=O)C2C(c3ccc(-c4ccccc4[N+](=O)[O-])o3)NC(=O)NC2(O)C(F)(F)F)cc1 (stereo not drawn)
    1428, 8.0, -7.6, 8.2

An excerpt of these results, bar-delimited:
no. | molecule | TR-FRET SRC-2 ct | PPARg SRC-2 ag | PPARg SRC-1 ag | PPARg SRC3 recr
10 | O=C(Nc1ccccc1Cl)O/N=C/c1ccncc1 | 1705 | 9.0 | 7.6 | 9.5
11 | O=C(c1ccc(S(=O)(=O)N2CCC(c3nc4ccccc4s3)CC2)cc1)N1CCCCC1 | 1696 | 10.7 | 4.8 | 1.1
12 | O=C1Nc2ccc(S(=O)(=O)NCc3ccco3)c3cccc1c23 | 1485 | -1.1 | 4.7 | 18.9
13 | COC(C(=O)Nc1ccc(F)c(F)c1)c1ccccc1 (stereo not drawn) | 1475 | 3.6 | -5.0 | -7.1
14 | COc1cccc(/C=C/C(=C2\C(=O)N(c3ccccc3)N=C2C)c2ccc(Br)cc2)c1OC | 1555 | 13.6 | 5.4 | 7.7
15 | CCCCOC(=O)c1cc(-c2ccc(/C=N/n3cnnc3)o2)ccc1Cl | 1459 | -1.7 | -1.4 | 0.5
16 | CCn1nnc(-c2ccccc2NC(=O)c2cnccn2)n1 | 1566 | 4.8 | 4.8 | 7.0
17 | O=C(CN1C(=O)c2ccccc2S1(=O)=O)N1CCN(c2cccc(Cl)c2)CC1 | 1586 | 0.0 | -2.6 | -2.7
18 | CN(C)/C=C(/C(=O)c1ccccc1Cl)S(=O)(=O)c1ccccc1 | 1410 | -2.8 | -2.0 | -4.1
19 | Cc1cc2ncn(S(=O)(=O)c3ccc(S(=O)(=O)N4CCCCCC4)cc3)c2cc1C | 1651 | -5.6 | -4.8 | 4.1
20 | Cc1ccc(OCC(=O)Nc2ccc([N+](=O)[O-])cn2)cc1C | 1469 | 0.9 | -5.2 | 1.2
21 | Cc1ccc(C(C(=O)NC2CCCC2)N(Cc2cccs2)C(=O)c2csnn2)o1 (stereo not drawn) | 1508 | -4.3 | -8.9 | 8.8
22 | CCOC(=O)c1c(NC(=O)CSc2nnc3c(n2)[nH]c2ccccc23)sc2c1CCN(C)C2 | 1671 | 2.5 | 3.7 | 12.8
23 | CCOC(=O)c1sc(NC(=O)CSc2nc(-c3ccco3)cc(C(F)(F)F)n2)c(C(=O)OC(C)C)c1C | 1653 | 5.6 | 8.6 | 9.6
24 | Cc1ccc(S(=O)(=O)C(NC(=O)c2ccccc2)=C(Cl)Cl)cc1 | 1583 | 10.4 | 3.4 | 19.9
25 | Cc1ccc(-n2nnnc2Sc2nc([N+](=O)[O-])nn2C)c(C)c1 | 1578 | 12.3 | 4.9 | 11.9
26 | Cc1ccc(O)c(NC(=S)NC(=O)c2ccc(-c3ccc(Cl)cc3)o2)c1 | 1459 | 0.3 | -3.4 | 2.4
27 | Cc1ccc(C(=O)C2C(c3ccc(-c4ccccc4[N+](=O)[O-])o3)NC(=O)NC2(O)C(F)(F)F)cc1 (stereo not drawn) | 1428 | 8.0 | -7.6 | 8.2

(list continues)
Below each compound – TR-FRET SRC-2 ct, PPARg SRC-2 ag, PPARg SRC-1 ag, PPARg SRC3 recr
31) CCOC(=O)c1c(-c2ccccc2)oc2cc(CN(C)C)c(O)c(CN(C)C)c12
    1623, 6.1, 7.2, -10.8
32) CC1=Nc2ccc(C)c3nc(C)cc(c23)N1c1ccc(C)cc1
    1406, -3.0, 3.8, 4.7
33) O=C(Nc1ccc(OC(F)(F)C(F)F)c(NC(=O)c2ccc(F)cc2)c1)c1ccc(F)cc1
    1662, 14.7, 7.6, 10.3
34) C=COCCNC(=O)C(=O)NCC(C)C
    1600, -1.9, 1.1, 1.6
35) CN1CCc2c(C#N)c(N3CCCCC3)nc(N3CCOCC3)c2C1
    1467, 2.8, -0.5, -14.0
36) Fc1ccc(-c2nnc(-n3nnc4ccccc43)c3ccccc23)cc1
    1290, 2.2, 0.8, 3.1
37) O=C(CCCOc1ccccc1)Nc1ccc(Br)cc1
    1433, -5.5, 5.7, 6.8
38) O=C(NC1(C(F)(F)F)NC(=O)N(Cc2ccccc2)C1=O)c1cccs1 (stereo not drawn)
    1637, 2.5, 2.6, 10.3
39) Cc1cc(C)n(-c2cc(N3CCN(C(=O)c4ccccc4C)CC3)ccc2[N+](=O)[O-])n1
    1519, -0.4, 9.2, 17.9
40) COc1ccc(NC(=S)NCCSc2ccc(C)cc2)c(OC)c1
    1446, -3.6, -0.3, 0.7
41) Cc1cc(C)cc(NC(=O)CSCc2nc3c(nnn3Cc3ccc(F)cc3)c(=O)[nH]2)c1
    1580, 10.5, -2.0, 1.8
42) Cc1ccc(C)c(N/C=C(\C#N)c2nc3ccccc3o2)c1
    1598, 3.9, 5.1, 3.8
43) O=C(/C=C/c1cccs1)c1cc(F)ccc1OC(=O)N1CCOCC1
    1295, -2.5, -3.7, 1.9
44) CC(C)CCNC(=S)Nc1ccc(F)cc1
    1536, 0.7, -5.3, 0.1
45) O=C(C1=C(O)C(=O)N(Cc2ccccc2)C1c1cccnc1)c1ccco1 (stereo not drawn)
    1556, 7.2, 5.6, -0.5
46) CN1CCC(OC(=O)c2ccc(Br)cc2)CC1
    1724, 12.7, 1.5, 6.3

Compound activity deposited in PubChem by The Scripps Research Institute Molecular Screening Center.
